High-throughput results: PubChem, Broad Institute
RAD54 inh: inhibitors of human RAD54 branch migration. RAD54 Holliday junction branch migration, FAM/BHQ fluorescence. inhibition, % at 10.4 µM. Q92698. 0.14% of 360,000 active;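 active = mean normalized replicate activity at least 40 and at least half of replicates scoring 40 or more; inconclusive = only one of the two criteria met; inactive = mean below 40 and under half of replicates reaching 40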;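 note: 0% = median of neutral control wells and 100% = median of positive control wells; inhibitors cause a drop in the FAM fluorescence signal; in these data hits start at about 50%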
Target sequence (Q92698 whole entry, looked up): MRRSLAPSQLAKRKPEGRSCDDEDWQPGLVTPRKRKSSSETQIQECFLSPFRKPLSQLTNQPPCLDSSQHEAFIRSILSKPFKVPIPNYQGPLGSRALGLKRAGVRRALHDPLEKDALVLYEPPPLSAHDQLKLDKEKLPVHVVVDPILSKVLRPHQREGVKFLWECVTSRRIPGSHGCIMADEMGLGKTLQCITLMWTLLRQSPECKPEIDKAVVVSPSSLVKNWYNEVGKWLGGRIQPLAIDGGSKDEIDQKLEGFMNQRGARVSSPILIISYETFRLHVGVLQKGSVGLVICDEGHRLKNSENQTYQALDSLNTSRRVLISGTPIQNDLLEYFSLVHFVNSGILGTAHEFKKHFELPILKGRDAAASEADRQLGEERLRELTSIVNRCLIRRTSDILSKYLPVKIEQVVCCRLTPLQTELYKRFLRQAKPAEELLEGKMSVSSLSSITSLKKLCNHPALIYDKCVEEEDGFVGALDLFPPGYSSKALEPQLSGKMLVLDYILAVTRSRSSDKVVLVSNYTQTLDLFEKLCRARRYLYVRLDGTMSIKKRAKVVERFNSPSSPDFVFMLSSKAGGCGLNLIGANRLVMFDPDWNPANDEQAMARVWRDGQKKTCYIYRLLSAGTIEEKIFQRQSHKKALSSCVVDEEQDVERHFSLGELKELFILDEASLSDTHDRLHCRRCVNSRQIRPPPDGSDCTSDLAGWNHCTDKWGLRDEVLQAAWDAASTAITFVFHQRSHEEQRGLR
ARNT TACC3 PPI: disrupts binding between human ARNT and TACC3. inhibition, % at 9.99 µM. AlphaScreen His-ARNT PAS-B/GST-TACC3 binding, luminescence; TACC3 fragment carries E629A point mutation. 0.66% of 390,000 active. AID 623870;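 active = mean inhibition of replicates at least 50% and at least half of replicates each reaching 50%; inconclusive = half or more replicates reach 50% but mean below 50%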;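 note: 0% = complete ARNT plus TACC3 wells and 100% = ARNT alone without TACC3; many hits fall short of the cut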
esBAF inh: inhibitors of esBAF chromatin remodeling in mouse ES cells | Bmi1-luciferase knock-in reporter, 24 h; 100% = twice the neutral-well signal | 2% of 350,000 active | reporter increase, % at 12.5 µM; in the data active = activation above about 40%; inconclusive = no clear call, values can overlap the other calls;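 note: 0% = median of the plate's neutral control wells and 100% = double that signal; a rise in the Bmi1 reporter signal indicates esBAF inhibition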
Numbers without * were called inactive; ? = inconclusive. The list is partial; rates above refer to the full screens.

Molecule,RAD54 inh,ARNT TACC3 PPI,esBAF inh
Cc1ccc(-c2nnn(CC(=O)N(Cc3ccco3)C(C(=O)NC3CCCC3)c3cccs3)n2)o1 (stereo unspecified),-4,-7,-2
CCn1cc([N+](=O)[O-])c(C(=O)N2N=C(c3ccc4ccccc4c3)CC2c2cc(Br)ccc2O)n1 (stereo unspecified),-5,0,-4
COc1ccc(NC(=O)Nc2ccc3nc(C)c(C)nc3c2)cc1,-9,17,10
COc1ccc2oc(=O)c(C(=O)NCc3ccc4c(c3)OCO4)cc2c1,2,-2,2
CC(/C=C1\N=C(SCc2ccccc2Cl)SC1=O)=C\c1ccccc1,2,-5,4
NS(=O)(=O)c1ccc(CCNC(=O)Nc2ccc(Cl)cc2)cc1,2,29,-2
Cc1onc(-c2ccccc2)c1C(=O)NCCN1CCOCC1,-3,-8,1
Cc1cc(C)nc(-n2nc(C)c(C3(O)C(=O)Nc4ccccc43)c2N)n1 (stereo unspecified),-4,-5,15
CCCn1nnnc1SCC(=O)N1CCOCC1,-9,-9,-9
Cc1cc(C)n2nc(C(=O)OCCOc3ccc(Br)cc3)nc2n1,-7,-3,-3
O=C(COC(=O)c1ccco1)NC1CCCCC1,9,-9,-5
COc1cc(Nc2ccc(C)cc2)c([N+](=O)[O-])nc1[N+](=O)[O-],5,4,0
O=c1[nH]nnc2sc3c(c12)CCCC3,-11,-2,-14
O=C(c1ccco1)N1CCN(C(=O)C2CCN(S(=O)(=O)c3cnc[nH]3)CC2)CC1,2,-3,2
Cc1ccc(NC(=O)c2nc(C)n(-c3ccc([N+](=O)[O-])cc3)n2)cc1,0,2,-3
CCOc1ccccc1C(=O)NCCCN1CCN(CCCNC(=O)c2ccccc2OCC)CC1,7,-2,-7
CCOC(CNC(=O)CCc1c(C)nc2nc(C)nn2c1C)OCC,-2,1,-1
Cc1ccc(Cl)cc1N1CCN(C(=O)CCC(=O)O)CC1,7,2,2
C=CCOc1ccc(Oc2cc(C)nc(SC)n2)nn1,12,3,-9
Cc1nnc(-c2cnn(-c3ccccc3)c2N)n1Cc1cccc(C(F)(F)F)c1,-3,3,9

One compound at a time, from the list above:
CCOC(CNC(=O)CCc1c(C)nc2nc(C)nn2c1C)OCC across the screens: RAD54 inh = -2; ARNT TACC3 PPI = 1; esBAF inh = -1
Cc1nnc(-c2cnn(-c3ccccc3)c2N)n1Cc1cccc(C(F)(F)F)c1 across the screens: RAD54 inh = -3; ARNT TACC3 PPI = 3; esBAF inh = 9

Continuation:
Molecule,RAD54 inh,ARNT TACC3 PPI,esBAF inh
N#Cc1ccc(CN2CCN(C(=O)c3ccccc3)CC2)c(Cl)c1,6,-15,5
COc1ccc(NCc2n[nH]c(=O)c3ccccc23)cc1,-2,4,7
COc1ccc(-n2nnnc2S(=O)(=O)Cc2ccc(C(=O)O)cc2)cc1,7,-5,5
Cc1ccccc1NC(=O)c1cc(S(=O)(=O)c2ccccc2)ccc1Cl,-11,-25,4
O=C(Cn1cc([N+](=O)[O-])cn1)N1N=C(C(F)F)CC1(O)C(F)F (stereo unspecified),-2,0,-1
O=C(CN1CCCCC1)Nc1ccccc1,0,-9,-9
Cc1c(C2(O)C(=O)Nc3ccc(F)cc32)c(=O)n(-c2ccccc2)n1C (stereo unspecified),-2,-8,-8
COc1ccc(/C=N/NC(=O)C(C)n2nnc3ccccc32)cc1OC (stereo unspecified),8,23,-6
Cc1cccc(Nc2ncccc2C(=O)NCc2cccs2)c1C,-2,0,1
CCCCCOC(=O)Cn1c(N2CCCCCC2)nc2c1c(=O)[nH]c(=O)n2C,-5,-13,-3
OCCn1c(CSc2nc3ccccc3n2CCO)nc2ccccc21,3,0,-4
CCOc1ccccc1NC(=S)Nc1ccccc1F,-11,4,-3
Cc1ccccc1OCC(=O)Nc1ccccc1N1CCCCC1,1,0,6
Cc1coc(NC(=O)CSc2nc(-c3ccc(Cl)cc3)cc(C(F)(F)F)c2C#N)n1,-1,-1,-1
O=C(NCc1ccccc1)Oc1cccc(Cl)c1,-5,-13,12
N#CCSc1nnc(CNc2ccc(F)cc2)o1,-7,3,-7
CCN=C(Nc1ccc(Cl)cc1)c1cccnc1,1,2,3
CC(=O)c1c(CC(=O)O)[nH]n(-c2nc3ccccc3s2)c1=O,-1,5,12
Cn1ncc(Br)c1NC(=O)c1cc(Cl)cc(Cl)c1,-11,-5,-3
COc1ccc(CN2C(=O)CCC2(C)C(=O)NCc2cccnc2)c(OC)c1 (stereo unspecified),6,14,9

Later entries.
Molecule,RAD54 inh,ARNT TACC3 PPI,esBAF inh
Cc1ccc(NC2=NCC(=O)N2C2CCCC2)c(C)c1,-5,13,-11
CCOC(=O)c1sc(=S)n(-c2ccc(Cl)cc2)c1SC,-12,3,-3
COc1cc2c(cc1OC)C(c1ccccc1)N(C(=O)CCl)CC2 (stereo unspecified),-12,-3,5
COc1ccc(C2NC(=O)NC3=C2CCc2ccccc23)cc1 (stereo unspecified),10,12,9
CCCCn1c(=O)n(CC(=O)Nc2ccc(OC)c(Cl)c2)c(=O)c2c1nc(CO)n2CCC,3,-5,-2
Cc1cccc(C)c1NS(=O)(=O)c1c(C)[nH]c(=O)[nH]c1=O,7,-3,-8
CCc1c(C(=O)Nc2ccc(OC)c(Cl)c2)[nH]c(C)c1C(C)=O,-3,-3,15
CCOC(=O)c1nn(-c2ccccc2)c(-c2ccccc2)c1C(=O)c1ccccc1,1,-1,8
Clc1ccccc1Cn1nnc2c(N3CCOCC3)nc(C3CC3)nc21,-3,-9,-6
CC(=O)Nc1ccc(S(=O)(=O)Nc2c(C)n(C)n(-c3ccccc3)c2=O)cc1,-4,-10,7
COc1ccc(C2/C(=C(/O)c3ccccc3)C(=O)C(=O)N2C)cc1 (stereo unspecified),-6,-2,-4
Clc1ccc(-c2nnc3n2CCCC3)cc1Cl,-6,2,10
CN(C)CCCOC(=O)Cc1ccc(Cl)cc1,-8,-2,-6
CC(C)OC(=O)CSc1nnc(-c2cnccn2)n1-c1ccccc1,-3,2,5
Cc1nc2c(c(-c3ccccc3)c1C#N)C(=O)c1ccccc1-2,3,7,-3
CC(C)(C)NC(=O)C(c1ccccc1F)N(Cc1ccco1)C(=O)c1csnn1 (stereo unspecified),-1,-1,2
Oc1[nH]c2ccccc2c1N=NC(=S)N1CCOCC1,-7,66*,-5
CCCOc1ccccc1C(=O)N(Cc1ccco1)C1CCS(=O)(=O)C1 (stereo unspecified),-8,-3,1
Cc1ccc(NC(=O)CN(C)S(=O)(=O)c2cccs2)cc1F,-3,-1,51*
CCOC(=O)/C(C#N)=c1/s/c(=C2\C=Cc3ccccc3N2CC)c(=O)n1CC,-2,-2,-2

(more compounds)
Molecule,RAD54 inh,ARNT TACC3 PPI,esBAF inh
Nc1nc(N)c2sc3nc4c(cc3c2n1)CCC4,0,76*,48*
Fc1ccc(C(c2nnnn2C2CCCC2)N2CCc3ccccc32)cc1 (stereo unspecified),-2,32,0
COc1cc2cc(C(c3nnnn3C(C)(C)C)N3CCC(C)CC3)c(=O)[nH]c2cc1OC (stereo unspecified),8,-4,-8
Cc1ccc(-n2nnnc2SC(C)C(N)=O)c(C)c1 (stereo unspecified),3,-1,-1
CCc1nc(N)c(C#N)c(-c2ccc(OC)c(OC)c2)c1C,-10,-4,20
Cc1ccc(C)c2[nH]c(=O)c(CN(Cc3ccc4c(c3)OCO4)Cc3nnnn3Cc3ccco3)cc12,-1,6,9
Cc1nc2nc(-c3cccnc3)nn2c(C)c1Cl,-12,5,27
NNc1nc(Nc2ccccc2)nc(N2CCCCC2)n1,-16,28,23
C=CCn1c(SCC(=O)N2CCc3ccccc3C2)nc2sc(C)cc2c1=O,1,-4,-38
O=C1CCCC2=C1C(c1ccccc1)CC(=O)N2c1ccccc1 (stereo unspecified),6,-8,-6
Cc1ccc(Cn2c(=O)n(Cc3ccco3)c(=O)c3ccccc32)cc1,4,-2,-5
Cc1ccc(N2C(=O)C(Cc3ccccc3)NC2=S)cc1 (stereo unspecified),3,16,4
O=C(Nc1cccc(F)c1)c1c(F)c(F)c(F)c(F)c1F,-3,-17,1
CC(C)Oc1cc2oc(=O)c3c(c2cc1Cl)CCC3,-2,-1,1
CCN(CC(=O)NC1CCCC1)S(=O)(=O)c1ccc(C)cc1,5,-5,2
O=C(CCN1CCc2ccccc2CC1)c1ccc2c(c1)OCCO2,-4,-7,-3
COC(=O)C1=C(NC(=O)c2ccc(C)cc2)CCS1,0,-7,1
CCCNc1c(NS(=O)(=O)c2ccc(OC)c(OC)c2)c(=O)oc2ccccc12,-12,2,-4
CC1(C)CC(NC(=O)c2cccc3ccccc23)CC(C)(C)N1,12,-2,3
Cc1nc(NC(=O)/C=C/c2ccccc2)sc1C(=O)Nc1ccc(Cl)cc1,4,-5,5

Sorted by length of the SMILES (smallest number first): some entries from above.
Molecule,RAD54 inh,ARNT TACC3 PPI,esBAF inh
CCc1nc(N)c(C#N)c(-c2ccc(OC)c(OC)c2)c1C,-10,-4,20
Cc1ccc(Cn2c(=O)n(Cc3ccco3)c(=O)c3ccccc32)cc1,4,-2,-5
COc1cc2cc(C(c3nnnn3C(C)(C)C)N3CCC(C)CC3)c(=O)[nH]c2cc1OC (stereo unspecified),8,-4,-8

Additional compounds.
Molecule,RAD54 inh,ARNT TACC3 PPI,esBAF inh
CCC(=NC1CC(C)(C)NC(C)(C)C1)C1=C(O)CC(C)(C)CC1=O,-3,-3,-3
Cc1nn2c(c1-c1ccccc1)N=C(c1ccco1)CC2c1ccccc1 (stereo unspecified),-3,11,9
NC(=O)c1ccccc1N/C=C/C(=O)c1ccc(F)cc1,-2,-3,31
COc1cccc(-n2nnnc2SCC(=O)Nc2nc3c(s2)CCCC3)c1,-10,6,11
Cc1nnc(-c2cnn(-c3ccccc3)c2N)n1Cc1ccc(F)cc1,-4,-7,5
Cn1nnnc1SCc1nc2ccccc2s1,-5,7,28
Cc1ccc(NC(=O)C2C(c3ccccc3)C=CC(c3ccccc3)C2C(=O)O)cc1 (stereo unspecified),-1,-1,3
CC(C)(C)n1nnnc1C(c1ccncc1)N1CCCCCC1 (stereo unspecified),-1,3,-5
Cc1nnc(SCC(=O)N(C)Cc2ccccc2)[nH]c1=O,-10,2,-9
O=C(CCSc1ccc(Cl)c(Cl)c1)NC12CC3CC(CC(C3)C1)C2,8,0,18
CN(C)c1nc2c(c(N)nn2-c2ccc(Cl)cc2)c(=O)o1,5,-28,-13
O=C(CN(Cc1ccccc1)S(=O)(=O)c1ccc2c(c1)OCCO2)N/N=C/c1ccc(F)cc1,-9,3,-6
O=C(Nc1ccc(C#Cc2ccccc2)cc1)C1CC1,1,10,?
Cn1c(=O)cc(OCC(=O)N2CCCc3ccccc32)c2ccccc21,6,-4,1
CN(C)S(=O)(=O)c1ccc(C(=O)N2CCN=C2SCc2cccnc2)cc1,13,-4,3

ARNT TACC3 PPI: hit marks shown above
mol	ARNT TACC3 PPI	esBAF inh
Oc1[nH]c2ccccc2c1N=NC(=S)N1CCOCC1	66*	-5
Nc1nc(N)c2sc3nc4c(cc3c2n1)CCC4	76*	48*

Copied from the list.
Reading of Cn1c(=O)cc(OCC(=O)N2CCCc3ccccc32)c2ccccc21 under ARNT TACC3 PPI: -4
Reading of CN(C)S(=O)(=O)c1ccc(C(=O)N2CCN=C2SCc2cccnc2)cc1 under RAD54 inh: 13
